From PubChem
PAFAH2 FP inh: inhibitors of human PAFAH2; AID 492956; Q99487; recombinant PAFAH2, FP-rhodamine activity probe, fluorescence polarization; inhibition, % at 3.39 µM; 340,000 tested, 0.99% active;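 active means inhibition above the mean over all tested compounds plus 3 SD, cut at about 30% in these data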;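 further: inhibitors block probe labeling of enzyme so polarization drops; 0% = enzyme with DMSO and 100% = wells lacking PAFAH2 protein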
PREPL inh: inhibitors of human prolyl oligopeptidase-like enzyme PREPL | inhibition, % at 5.96 µM | recombinant PREPL, fluorescence polarization activity-based probe | 320,000 tested, 0.68% active | Q4J6C6 | AID 2751; in the data active means inhibition above about 43%;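 further: 0% = enzyme with DMSO and 100% = wells lacking enzyme; many of its hits are not listed in these tables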
PAFAH1B3 inh: blocks human PAF acetylhydrolase 1B catalytic subunit 3. inhibition, % at 3.39 µM. 340,000 tested, 0.28% active. recombinant PAFAH1B3, FP-rhodamine probe, fluorescence polarization. AID 492972. Q15102;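 active means inhibition above the screen-wide average of all tested compounds plus 3 SD, cut at about 25% in these data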;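 further: 0% = enzyme with DMSO only and 100% = wells lacking PAFAH1B3 protein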
LYPLA1 inh: LYPLA1 (human) inhibition in PME1 counter-screen. O75608. recombinant LYPLA1, FP-Rh probe fluorescence polarization. inhibition, % at 5.9 µM. 320,000 tested, 0.16% active. AID 2174;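 active means inhibition above the mean of all tested compounds plus 3 SD, set per campaign, cut at about 14% in these data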;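 further: inhibitors block serine hydrolase probe labeling of LYPLA1 so polarization falls; 0% = enzyme with DMSO and 100% = wells lacking LYPLA1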
PAFAH1B2 inh: blocks human PAF acetylhydrolase 1b catalytic subunit 2; recombinant PAFAH1B2, FP-rhodamine activity probe, fluorescence polarization; AID 492953; 340,000 tested, 1.2% active; inhibition, % at 3.39 µM;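 active means inhibition above the mean of all tested compounds plus 3 SD, cut at about 24% in these data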;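 further: 0% = enzyme with DMSO and 100% = wells lacking PAFAH1B2; many of its hits are not listed in these tables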
Target sequence (P68402 whole entry, looked up): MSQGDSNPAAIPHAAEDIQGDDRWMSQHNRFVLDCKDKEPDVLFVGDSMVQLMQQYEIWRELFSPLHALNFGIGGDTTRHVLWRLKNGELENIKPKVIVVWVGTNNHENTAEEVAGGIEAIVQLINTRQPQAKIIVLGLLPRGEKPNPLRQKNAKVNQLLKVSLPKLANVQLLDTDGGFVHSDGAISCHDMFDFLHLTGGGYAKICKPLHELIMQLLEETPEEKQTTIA
GSTO1 inh: blocks human GSTO1 in RBBP9 counter-screen; inhibition, % at 5.96 µM; 300,000 tested, 1.1% active; P78417; AID 1974; recombinant GSTO1, activity-based probe fluorescence polarization;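 active means inhibition above the campaign mean inhibition plus 3 SD, cut at about 35% in these data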;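 further: 0% = GSTO1-1 with DMSO and 100% = wells lacking GSTO1-1 enzyme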
Target sequence (P78417 whole entry, looked up): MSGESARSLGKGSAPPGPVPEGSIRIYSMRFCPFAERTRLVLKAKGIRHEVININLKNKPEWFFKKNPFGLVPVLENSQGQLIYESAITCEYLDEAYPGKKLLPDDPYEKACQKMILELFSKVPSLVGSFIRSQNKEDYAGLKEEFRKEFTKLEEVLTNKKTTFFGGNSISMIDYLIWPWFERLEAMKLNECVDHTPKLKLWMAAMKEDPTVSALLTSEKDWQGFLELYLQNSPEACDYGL
PAD4 FP inh: inhibitors of human PAD4. AID 485272. 330,000 tested, 0.41% active. Q9UM07. recombinant PAD4, RCA probe fluorescence polarization. inhibition, % at 6.36 µM;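 active means percent inhibition above a cutoff equal to the mean of all tested compounds plus 3 SD, cut at about 15% in these data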;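 further: 0% = PAD4 with RCA probe and DMSO and 100% = probe without PAD4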
LYPLA2 counter: counter-screen for PME1 inhibitors: inhibitors of human LYPLA2; O95372; recombinant LYPLA2, FP-Rh probe fluorescence polarization; inhibition, % at 5.9 µM; 320,000 tested, 0.38% active;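 active means inhibition above the screen-wide mean plus 3 SD, limit set per campaign, cut at about 26% in these data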;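 further: 0% = LYPLA2 with DMSO and 100% = wells lacking LYPLA2 enzyme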
pPAFAH FP inh: inhibitors of human plasma PAF acetylhydrolase (pPAFAH); 330,000 tested, 1.5% active; inhibition, % at 3.39 µM; recombinant pPAFAH, FP-rhodamine probe fluorescence polarization; Q13093;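 active means inhibition above the mean inhibition across the screen plus 3 SD, cut at about 25% in these data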;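 further: inhibitors block binding of the rhodamine activity-based probe so polarization drops; 0% = enzyme with DMSO and 100% = wells lacking pPAFAH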
Target sequence (Q13093 whole entry, looked up): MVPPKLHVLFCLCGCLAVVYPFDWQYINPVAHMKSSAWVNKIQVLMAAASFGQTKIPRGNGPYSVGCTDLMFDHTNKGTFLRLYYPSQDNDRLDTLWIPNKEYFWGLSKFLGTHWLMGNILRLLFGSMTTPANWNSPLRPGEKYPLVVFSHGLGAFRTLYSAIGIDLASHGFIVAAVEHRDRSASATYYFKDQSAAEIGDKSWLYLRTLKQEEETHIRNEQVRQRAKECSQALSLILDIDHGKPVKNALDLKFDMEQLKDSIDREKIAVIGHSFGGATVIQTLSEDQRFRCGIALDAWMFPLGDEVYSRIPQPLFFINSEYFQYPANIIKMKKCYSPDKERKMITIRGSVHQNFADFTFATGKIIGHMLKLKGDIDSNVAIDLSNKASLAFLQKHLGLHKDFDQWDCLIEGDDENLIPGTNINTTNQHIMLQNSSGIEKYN
* marks the source's active call; other numbers are inactive results; x = not tested or not shown.

Compound | pPAFAH FP inh | PAD4 FP inh | PAFAH2 FP inh | PAFAH1B3 inh | PREPL inh | LYPLA1 inh | GSTO1 inh | PAFAH1B2 inh | LYPLA2 counter
CCc1cccc(C)c1NC(=O)CN(C)Cc1cccc(F)c1 | 4 | -2 | -3 | -3 | 6 | -2 | 0 | 2 | 1
Cc1ccc(C2SCC(=O)N2Cc2ccccc2)cc1 (configuration not stated) | 3 | -5 | 6 | 5 | -7 | 1 | -1 | 29* | 6
CC(C)(C)n1nnnc1C(c1cccnc1)N1CCN(c2cccc(C(F)(F)F)c2)CC1 (configuration not stated) | 5 | -3 | 2 | 2 | -1 | 2 | 4 | 2 | 1
Cc1ccc(C(=O)CCNc2ccc(F)c(Cl)c2)o1 | 4 | -4 | -3 | 5 | 4 | -1 | 7 | 5 | 4
COc1ccc(C2CC(=O)N(C)c3ccccc3S2)cc1 (configuration not stated) | 1 | 1 | -4 | 4 | -7 | 8 | 47* | 3 | 5
Clc1ccc(-c2nn3c(C4COc5ccccc5O4)nnc3s2)cc1 (configuration not stated) | -2 | -2 | 5 | 12 | -33 | -1 | 0 | 0 | 2
O=C(CSc1ncnc2ccccc12)c1cccs1 | 4 | -2 | -8 | 5 | -41 | 1 | 1 | 0 | 8
CCCCCOc1ccc2oc(=O)c3c(c2c1)CCCN3C(=O)CN1CCCC(C(=O)OCC)C1 (configuration not stated) | 5 | 1 | -5 | -2 | 33 | 0 | -4 | -2 | 11
CCn1c(/C=C/Nc2ccccc2)[n+](CC)c2cc(Cl)c(Cl)cc21 | 4 | 1 | 1 | 12 | 15 | 4 | 3 | 3 | 4
CCC(=O)Nc1ccc(Cl)c(NC(=O)c2ccccc2OC)c1 | -2 | -2 | 0 | 1 | 16 | 0 | 5 | -1 | -3
O=C(CCSCc1ccccc1F)NCCc1ccccc1 | 4 | -1 | 2 | -2 | -17 | 1 | -4 | 6 | 1
COc1ccc(OC)c(-c2csc(NC(=O)C3=NNC(=O)CC3)n2)c1 | 4 | 3 | 2 | 7 | 12 | -8 | 3 | -3 | -5
COC(=O)C1=C(C)N=C2SC(C#N)=C(N)N2C1c1cccc(OC)c1 (configuration not stated) | 10 | 0 | -2 | 2 | 9 | 5 | 3 | -1 | 11
COc1ccccc1NC(=O)c1cnc2c(-c3ccccc3)c(C)nn2c1C | 5 | 1 | 3 | -2 | -7 | -2 | -5 | 6 | -4
COC(=O)C1=C(CS(=O)(=O)c2ccc(Cl)cc2)NC(=O)NC1c1ccc(O)c(OC)c1 (configuration not stated) | 8 | -6 | 4 | 9 | 12 | -3 | -10 | 2 | 0
Cc1cc(C(=O)OCc2nc3ccccc3s2)c(C)o1 | 0 | 0 | 5 | 8 | 6 | -5 | -5 | 3 | -2
O=C(Cc1ccccc1)NCC(=O)N1CCC1 | 4 | -4 | 8 | 6 | -5 | 1 | 2 | 10 | -3
CNc1nc(Sc2ccccc2)cc(C(F)(F)F)n1 | 4 | 0 | -1 | 2 | -4 | -2 | 3 | 4 | -5
CC1CCN(Cc2cc(=O)oc3ccc(C(C)C)cc23)CC1 | 6 | 2 | 0 | -4 | 1 | -3 | 6 | 10 | -4
COc1ccccc1OCC(=O)NC1CCCc2ccccc21 (configuration not stated) | 0 | -3 | 6 | 5 | -6 | -1 | -3 | -3 | -1
Cc1ccc(C2(c3ccc(C)cc3)CC2C(=O)Nc2ccc([N+](=O)[O-])cc2O)cc1 (configuration not stated) | 10 | 0 | 1 | 17 | 43 | -25 | 0 | 8 | -29
CCCCOc1ccc(NC(=O)[C@@H]2CCCN2C(=O)C2CCN(S(=O)(=O)c3ccc(C)cc3)CC2)cc1 | 12 | -4 | -6 | 8 | 10 | 0 | -2 | -5 | -2
CCOC(=O)c1ccccc1-c1cn2cc(Cl)ccc2n1 | 2 | 1 | -3 | -1 | -3 | 3 | 8 | -1 | 0
O=C(CCN1C(=O)c2ccccc2S1(=O)=O)N1CCN(c2cccc(Cl)c2)CC1 | 6 | 5 | 5 | -25 | 5 | 5 | 6 | -1 | 26
C#CCOCCOCCOCCNc1nc(N2CCN(C(=O)[C@H](CCCCN)n3cc([C@@H](N)C(C)CC)nn3)CC2)nc(N2CCN(C(=O)[C@H](Cc3ccc(O)cc3)n3cc([C@@H](N)CC(C)C)nn3)CC2)n1 (some centres not stated) | -4 | 2 | 5 | 3 | 19 | 1 | 19 | -1 | 2
O=C(CNS(=O)(=O)c1ccc(F)cc1)N1CCCC1 | 3 | -2 | x | x | 10 | 3 | 6 | x | 9
COCCCN1C(=O)C(=O)/C(=C(/O)c2ccc(S(=O)(=O)N3CCCCC3)cc2)C1c1ccc(OC)cc1 (configuration not stated) | -7 | -5 | 4 | -3 | 2 | -1 | -1 | 0 | -1
Cn1c(SCC(=O)NCc2ccccc2)nc2c([nH]c3ccccc32)c1=O | -1 | 2 | x | x | 12 | -3 | 0 | x | 1
Cc1[nH]c2ccccc2c1C(=O)CSc1ccccn1 | 3 | -3 | -4 | 2 | 10 | 2 | -7 | 2 | 9
Cc1cccc(NC(=O)CSc2nnc(CSc3nc(C)cc(C)n3)n2Cc2ccco2)c1 | -5 | 3 | -6 | 1 | -39 | -3 | -8 | 2 | 8
CCC1CCCCN1C(=O)c1noc(C(C)C)c1[N+](=O)[O-] (configuration not stated) | -3 | -4 | 1 | 5 | 20 | 3 | 5 | 1 | -1
COc1cccc(/C=N/Nc2nc(-c3cccnc3)nc3ccccc23)c1 | 4 | -1 | 3 | 8 | 13 | -14 | -12 | 1 | -10
CCOC(=O)c1ccccc1-n1nnnc1C | 1 | 4 | 9 | 1 | -1 | -2 | -17 | 7 | -7
Cc1c(Br)c([N+](=O)[O-])nn1CC(=O)Nc1ccc2nc3n(c(=O)c2c1)CCCC3 | 6 | -4 | -1 | 2 | 15 | -1 | -3 | -3 | 1
COc1ccc2nc(NC(=O)c3ccc([N+](=O)[O-])o3)sc2c1 | 3 | -10 | 9 | -1 | 2 | -2 | 31 | 5 | 5
CSCCC(/C(O)=C(\C#N)c1nc2ccccc2[nH]1)N1C(=O)c2ccccc2C1=O (configuration not stated) | 9 | -3 | 10 | 6 | 15 | 3 | -4 | -4 | 5
O=C(Nc1nnc(-c2ccc3c(c2)OCCO3)o1)C1CCCCC1 | -1 | -1 | 2 | -2 | 0 | -4 | 0 | 5 | -2
O=C(N/N=C\c1cn[nH]c1-c1ccccc1)c1cccs1 | 5 | -2 | -1 | 2 | -5 | -2 | -1 | 3 | 1
CS(=O)(=O)N(CC(=O)NC1CCCC1)Cc1ccc(F)cc1 | 6 | 7 | 4 | 1 | 4 | 4 | 9 | 2 | -1
COCC1=C(C(=O)OC(C)OC(=O)OC(C)C)N2C(=O)[C@@H](NC(=O)/C(=N\OC)c3csc(N)n3)[C@H]2SC1 (some centres not stated) | 4 | 0 | 0 | 9 | -6 | 1 | 8 | -7 | 6
Cc1ccc2c(c1)c(C)c(C)n2CC(O)Cn1nc(C)c(Br)c1C (configuration not stated) | 4 | -2 | -3 | 6 | 13 | -1 | -1 | 5 | 8
CCOc1ccccc1CNC(=O)CCCn1ccc2cc(S(=O)(=O)N3CCCC3)ccc21 | 2 | 4 | -3 | -2 | -10 | 0 | -15 | 3 | 2
CC(NS(=O)(=O)c1ccc2c(c1)C(C)(C)C(=O)N2C)c1ccccc1 (configuration not stated) | -5 | 5 | 0 | 3 | 2 | -3 | 5 | 3 | -9
C[C@H]1CN([C@@H](C)CO)C(=O)Cc2cc(NC(=O)CCC(F)(F)F)ccc2O[C@H]1CN(C)Cc1ccc(C(F)(F)F)cc1 | 3 | -2 | -2 | 10 | 31 | x | x | 1 | x
CCn1c(SCC(=O)c2ccc(Br)cc2)nnc1C(C)NC(=O)Cc1ccc(OC)cc1 (configuration not stated) | 3 | -1 | 6 | 1 | 6 | -3 | 18 | 3 | -5
COc1ccc(OC)c(C2=NOC(C(=O)NCc3cccs3)C2)c1 (configuration not stated) | 4 | 2 | -1 | -4 | 1 | -2 | 2 | 2 | 5
CCC(C)NC(=O)Nc1ccc(Br)cc1Cl (configuration not stated) | 5 | -2 | 0 | -6 | 1 | -2 | -4 | -1 | -3
Cc1ccc(N(CC(=O)NCc2ccco2)C(=O)CNS(=O)(=O)c2ccc(F)cc2)c(C)c1 | 1 | -4 | 12 | -5 | 1 | -4 | 3 | 4 | 4
COc1ccc(C)cc1NC(=O)Nn1cnnc1 | 5 | 2 | -3 | -1 | 3 | 1 | 5 | -5 | 1
COc1ccc(NS(=O)(=O)c2ccc(SC)cc2)c(OC)c1 | 12 | 3 | 10 | 1 | 8 | 2 | 8 | 4 | 10
Cc1coc2cc3oc(=O)c(CCC(=O)N4C[C@H]5C[C@@H](C4)c4cccc(=O)n4C5)c(C)c3cc12 | 11 | 1 | 4 | 4 | 13 | 4 | -4 | 4 | 8
COC(=O)c1sc2nc(C)nc(SCC(=O)C(C)(C)C)c2c1C | 1 | 1 | -6 | 8 | -11 | -1 | -8 | 5 | -5
O=C(NC(=S)Nc1cccc2cc(O)ccc12)c1ccccc1Br | -4 | 0 | -3 | 4 | 25 | -4 | -2 | 3 | 8
CCOC(=O)CN1C(=O)S/C(=C\c2ccc(-c3ccc(C(=O)O)c(Cl)c3)o2)C1=O | 10 | -2 | -3 | 4 | -7 | -4 | -4 | -5 | -5
CCOC(=O)C(=O)c1c(-c2ccc(C)cc2)nc2ccccn12 | 5 | 3 | 6 | 3 | -1 | 5 | 3 | 4 | 10
Cc1oc(-c2nc3ccccc3n2C)cc1C(=O)c1ccccc1 | 4 | 2 | -1 | 2 | 8 | -1 | -10 | 0 | 5
Cc1onc(-c2ccccc2)c1C(=O)OCC(=O)NC(=O)c1ccccc1 | 1 | -5 | 1 | -2 | -2 | 1 | 0 | 2 | 2
CCOCc1nnc(NC(=O)CS(=O)(=O)c2ccc(C)cc2)s1 | 5 | -1 | -4 | 0 | -6 | 1 | 2 | 7 | -2
C=CCC1c2cccc(C(=O)O)c2C(=O)N1c1ccc(Cl)cc1 (configuration not stated) | 1 | -1 | 4 | 15 | -5 | -4 | 2 | 11 | -4
CCOCCOC(=O)C1=C(C)N(C)C(=O)NC1c1cc(Cl)c(O)c(OCC)c1 (configuration not stated) | -4 | -5 | 0 | 0 | 4 | 3 | 4 | 1 | 0

(more compounds)
Compound | pPAFAH FP inh | PAD4 FP inh | PAFAH2 FP inh | PAFAH1B3 inh | PREPL inh | LYPLA1 inh | GSTO1 inh | PAFAH1B2 inh | LYPLA2 counter
O=C(c1cccc(S(=O)(=O)Nc2ccccc2Cl)c1)N1CCN(c2ccccc2O)CC1 | 9 | 0 | 7 | 7 | 6 | 1 | x | 6 | -2
O=C(CSc1nnnn1Cc1ccccc1)N1CCN(c2ccccc2)CC1 | -2 | -5 | -11 | 0 | -22 | 0 | -5 | 1 | 2
CCCCN(C(=O)CCC(=O)OCC(=O)NCc1ccccc1)c1c(N)n(CCC)c(=O)[nH]c1=O | 0 | -3 | -4 | 14 | 16 | 1 | x | -1 | -1
CN(CC(=O)Nc1ccccc1Br)C(=O)c1ccccc1OCc1ccc(F)cc1 | 9 | 3 | 2 | 8 | 1 | -2 | x | 6 | 2

Only part of the results is shown, so the mix of outcomes need not match the whole.
